PKM2 act: PKM2 (human) enzyme activation; P14618; purified PKM2, Kinase-Glo ATP luminescence, activation; response scale: 0% is enzyme alone, no compound; Potency, µM (doses to about 57.5 µM), inactives show top-dose activation, most hits filed as activators; 0.34% of 260,000 active; AID 1631; also: potency is read from the fitted curve at half-maximal effect; % is scaled to controls: 0 for no effect and ±100 for the full control effect; nearly all actives have a fitted effect of over 55% in size
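Purified hPK-M2 (>95%) run at intermediate activity with 0.1 mM ADP and 0.5 mM PEP in 50 mM imidazole pH 7.2, KCl, MgCl2; 1 h room temperature. ATP formed read by Kinase-Glo luminescence; normalized to uninhibited and no-enzyme controls.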
GALK inh: galactokinase (human) inhibition | P51570 | Purified GALK, Kinase-Glo residual ATP luminescence | Potency, µM (titrated, usually from 57.5 µM), without a hit: top-dose activity change, negative = inhibition, most hits filed as inhibitors | 0.007% of 270,000 active | AID 1868; also: potency is read from the fitted curve at half-maximal effect; % is scaled to controls: 0 for no effect and ±100 for the full control effect
Target sequence (P51570 whole entry, looked up): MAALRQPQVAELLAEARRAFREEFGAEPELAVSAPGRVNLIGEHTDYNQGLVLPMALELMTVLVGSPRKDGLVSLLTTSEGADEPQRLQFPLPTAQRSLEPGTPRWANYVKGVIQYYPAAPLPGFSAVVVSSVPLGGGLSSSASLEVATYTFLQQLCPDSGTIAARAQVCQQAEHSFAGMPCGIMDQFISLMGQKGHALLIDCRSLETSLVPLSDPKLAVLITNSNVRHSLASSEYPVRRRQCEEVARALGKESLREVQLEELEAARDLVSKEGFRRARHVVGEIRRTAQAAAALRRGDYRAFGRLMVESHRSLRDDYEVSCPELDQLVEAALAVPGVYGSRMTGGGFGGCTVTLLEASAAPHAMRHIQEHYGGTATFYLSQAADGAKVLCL
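GALK at 5 nM final was combined with compound, 35 uM ATP and 100 uM galactose in HEPES pH8.0 with MgCl2 and DTT. The reaction ran one hour at room temperature before luminescent ATP detection.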
USP2a inh: USP2a (human) protease inhibition. O75604. USP2 core, Ub-CHOP2 coupled fluorogenic reporter, 485/531. Potency, µM (highest dose often 38.3 µM), without a hit: at the highest dose activity change, negative = inhibition, actives largely listed as inhibitors. 0.01% of 330,000 active;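 also: potency is read from the fitted curve at half-maximal effect; plate controls were DMSO wells for no effect and full inhibition by NEM control for full effect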
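USP2 core (10nM final) preincubated 30min RT with compound in 20mM Tris-HCl pH 8.0, 2mM CaCl2, 2mM beta-mercaptoethanol, 0.05% CHAPS; 25nM Ub-CHOP2 plus 25nM reporter substrate added, fluorescence (Ex485/Em531) read after 60min.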
Giardia kill: kills Giardia lamblia; 0.15% of 340,000 active; activity change, % at 7.66 µM, hits read low; AID 540267; Giardia lamblia trophozoite viability; in the data active = activity change below about -80%; inconclusive = between about -30% and that limit;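 also: parasites exposed to compound for two days anaerobically before the ATP read; % is scaled to controls: 0 for no effect and ±100 for the full control effect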
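Luminescent ATP signal served as the viability read-out, measured 15-30 min after adding ATP detection reagent to trophozoites that had been incubated with compounds for 48 hrs at 37 deg C anaerobically at 100 cells/well.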
Menin MLL FP TR: displaces Texas Red mutant MLL peptide from human menin; AID 1768; 0.23% of 270,000 active; Menin + Texas Red MLL mutant peptide, fluorescence polarization; O00255; Potency, µM (titrated, usually from 61.6 µM), for inactives: top-dose FP activity change, negative = inhibition, most hits filed as inhibitors; active = well fitted inhibition curve with a large enough effect in the polarisation, with a control signal flat, not every such curve was filed as active; inconclusive = small, poorly fitted or top-dose-only effect, or effect the other way, or a change in a side signal; inactive = no such curve, though single readings can be large or run the other way; the % refers to the polarisation; also: potency is read from the fitted curve at half-maximal effect; % of control where 0% means no effect; many of its hits are not listed in these tables
Target sequence (O00255 whole entry, looked up): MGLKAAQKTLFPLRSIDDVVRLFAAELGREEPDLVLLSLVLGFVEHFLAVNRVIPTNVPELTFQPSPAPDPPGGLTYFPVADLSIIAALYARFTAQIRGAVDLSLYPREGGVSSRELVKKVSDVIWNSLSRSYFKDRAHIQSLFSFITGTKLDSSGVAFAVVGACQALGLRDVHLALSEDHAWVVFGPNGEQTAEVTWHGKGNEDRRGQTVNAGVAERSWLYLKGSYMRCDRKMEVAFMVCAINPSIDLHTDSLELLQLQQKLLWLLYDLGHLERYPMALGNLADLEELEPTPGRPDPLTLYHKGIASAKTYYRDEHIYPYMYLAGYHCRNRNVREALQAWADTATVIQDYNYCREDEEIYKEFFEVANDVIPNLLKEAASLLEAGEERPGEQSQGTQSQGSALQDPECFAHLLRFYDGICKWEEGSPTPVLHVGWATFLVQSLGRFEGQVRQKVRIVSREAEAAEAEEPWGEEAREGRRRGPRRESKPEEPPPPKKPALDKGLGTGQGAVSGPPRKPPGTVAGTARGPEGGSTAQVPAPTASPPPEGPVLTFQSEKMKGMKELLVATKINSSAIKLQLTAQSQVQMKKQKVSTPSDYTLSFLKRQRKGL
B2AR arrestin: agonists driving beta-arrestin recruitment to human beta2-adrenergic receptor | Potency, µM (titrated, usually from 46.1 µM), for the others: at the top dose activation, hits mostly activators | P07550 | beta-arrestin recruitment to beta2AR, cell-based reporter | 0.02% of 330,000 active;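 also: potency is read from the fitted curve at half-maximal effect; 0% = DMSO controls and full agonism = EC100 isoproterenol or metaproterenol; nearly all actives have a fitted effect of over 65% in size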
MLL CXXC-DNA inh: blocks binding of human MLL CXXC domain to DNA; Q03164; MLL-CXXC / FITC-HOXA9 DNA fluorescence polarization; Potency, µM (titrated, usually from 115 µM), for the others: at the top dose activity change, negative = inhibition, usual class: inhibitors; 0.037% of 290,000 active; AID 2662; active = well fitted inhibition curve with a large enough effect in the polarisation, with a control signal flat, not every such curve was filed as active; inconclusive = small, poorly fitted or top-dose-only effect, or effect the other way, or a change in a side signal; inactive = no such curve, though single readings can be large or run the other way; the % refers to the polarisation; also: potency is read from the fitted curve at half-maximal effect
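Fluorescence polarization: 7 uM MLL-CXXC (stock) preincubated 5 min with compounds, then 50 nM fluorescein-HOX-A9 DNA (stock) added; 30 min ambient. Buffer 50 mM Tris-HCl pH 7.5, 50 mM NaCl, 1 mM DTT, 0.05% BSA.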
Coupling enz: counter-screen for Giardia aldolase inhibitors: coupling enzyme system | coupling enzyme system counterscreen, AmpLite Red fluorescence | activity change, negative = inhibition, % at 58.2 µM, hits read low | 0.67% of 290,000 active; in the data active = activity change below about -30%; also: % is scaled to controls: 0 for no effect and ±100 for the full control effect
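Counterscreen of the coupled detection system alone, without aldolase: glyceraldehyde-3-phosphate coupling enzymes plus AmpLite Red readout. Compounds at 57.5 uM final, 10 min RT preincubation, 20 min RT reaction, fluorescence 525/598 nm.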
KCNH2 3.1 inh: inhibitors of human KCNH2 3.1 potassium channel isoform; U2OS KCNH2 3.1, thallium flux FluxOr; hits give low values; activity change, % (tested at about 1.8 µM); 0.95% of 340,000 active; AID 720553;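 active = maximum activity change below -70%; inconclusive = maximum activity change from -70% to -50%; inactive = maximum activity change above -50%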;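 also: thallium influx rate constant from kinetic fluorescence after stimulation buffer; % is scaled to controls: 0 for no effect and ±100 for the full control effect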
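Normalized rate constant (relative to positive and negative DMSO controls) derived from a 2 min kinetic fluorescence read after stimulation; U2OS cells expressing the 3.1 isoform via virus at 1.77 x 10^8 /mL.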
TRPV1 ag: agonists of human vanilloid receptor 1 (TRPV1); 0.19% of 320,000 active; TRPV1-expressing cells, Fluo-8 calcium influx, agonist mode; AID 540275; activation, % at 8.33 µM; in the data active = activation above about 80%; inconclusive = between about 30% and that limit; also: 0% is about no effect
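Cells expressing TRPV1 were dye-loaded with Fluo-8 and read kinetically: 10 s baseline, 3 min after compound (agonist portion), then 2 min after EC20 capsaicin (allosteric enhancer portion). Calcium-bound dye fluorescence at 480/520 nm.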
hERG WT inh: blocks the wildtype human KCNH2 potassium channel; activity change, % at 1.84 µM; 0.37% of 340,000 active; U2OS, BacMam KCNH2, thallium flux FluxOr; hits give low values;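 active = maximum activity change below -70%; inconclusive = maximum activity change between -70% and -50%; inactive = maximum activity change above -50%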; also: % is scaled to controls: 0 for no effect and ±100 for the full control effect
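U2OS cells were transduced with wild-type KCNH2 virus (2.03 x 10^8 / mL) for 4 h at room temperature, then cultured overnight at 37 C. Thallium flux was read with FluxOr dye. Rate constants were normalized to DMSO controls.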
Numbers without * were called inactive; ? = inconclusive; . = not tested or not shown; & = joins results of further samples; ! = a repeat was not active; [ ] = another dose, or the depositor's remark. Unless noted, calls follow the shape of the dose curve; as a rule, active = well fitted curve in the direction sought with a large enough effect; inconclusive = small, poorly fitted or top-dose-only effect, or another doubt; inactive = no such curve, though single readings can be large; an effect the other way counts as inactive or inconclusive. Not all compounds are listed; rates above refer to the full screens.

SMILES	PKM2 act	GALK inh	USP2a inh	Giardia kill	Menin MLL FP TR	B2AR arrestin	MLL CXXC-DNA inh	Coupling enz	KCNH2 3.1 inh	TRPV1 ag	hERG WT inh
O=C(N=Nc1c(O)[nH]c(=O)[nH]c1=O)C1COc2cc3ccccc3cc2O1 (stereo not drawn)	-13%	9%	1%	-11	22%	-0.8%	2%	-30*	15	-8	21
N=c1c[n+](C2CCCCC2)[n-]o1	10%	-1%	2%	-21	-1%	-0.1%	7%	1	1	0	-7
C[C@]12C[C@@H](O)[C@H](O)CC1=CCC1C2CC[C@]2(C)C(=O)CCC12 (stereo partly drawn)	.	.	6%	3	.	-0.8%	.	.	3	.	-12
O=C1NC(=O)N(CCNc2ncc(C(F)(F)F)cc2Cl)C(=O)C1/C=N/OCc1c(F)cccc1Cl (stereo not drawn)	1%	-4%	3%	-3	18%	0.5%	-1%	5	1	1	15
COc1cc(N)c(Cl)cc1C(=O)NC1CN2CCC1CC2 (stereo not drawn)	0%	-1%	5%	.	-2%	-0.3%	3%	0	.	-6	.
Cc1ccc(NC(=O)c2cn(CCC#N)nc2-c2ccc3c(c2)OCCO3)c([N+](=O)[O-])c1	10%	1%	0%	4	22%	-0.4%	10%	0	-8	14	12
COc1nc2ccccc2c(=O)n1-c1ccc(Cl)cc1	2%	2%	-1%	20	1%	0.8%	13%	2	-4	-6	3
O=c1[nH]c(=S)n(Cc2ccc(F)cc2)c(O)c1/C=N/N1CCCCC1	0%	.	1%	-22	-2%	0.1%	6%	1	-8	-4	-12
CCC(=O)N1CC(=O)Nc2ccc(Br)cc2C1c1ccccc1 (stereo not drawn)	-11%	0%	3%	24	18%	0.3%	8%	-7	.	-6	7
Cc1noc(NS(=O)(=O)c2ccc(NC(=O)CCCOc3ccc(Cl)cc3Cl)cc2)c1C	9%	-3%	3%	-1	?	-0.4%	-1%	2	-6	0	0
CC(C)N1CCN(c2ccc(O)cc2)CC1	-31%	3%	4%	4	4%	0.1%	11%	-51*	13	-5	2
C#CC1(OC(=O)c2ccccc2)CC(C)N(C)CC1C (stereo not drawn)	1%[11.5 µM]	0%	3%	23	-7%	0.5%	3%	0	-8	-1	0
COc1ccc(OCC(=O)Nc2ccc(Cl)cc2C(=O)c2ccccc2)cc1	-1%	-1%	0%	8	-7%	0.0%	6%	9	-5	3	-5
CN(C)S(=O)(=O)c1cc(NC(=O)COC(=O)Cc2ccccc2)ccc1Cl	-2%	2%	-3%	17	21%	-0.4%	13%	0	-6	9	-1
CCCc1[nH]nc2c1C1(C(=O)N(Cc3ccccc3)c3ccccc31)C(C(=O)OC)=C(N)O2 (stereo not drawn)	2%	1%	2%	1	-1%	5.9%	-4%	-5	2	-3	-3
CCCCCCCn1c(=O)c(C(=O)Nc2cnccn2)c(O)c2ccccc21	3%	0%	9%	7	.	-1.1%	-3%	-1	-7	-2	-6
CN1C(=O)C(=Cc2cn(CC(=O)N3CCCCC3)c3ccccc23)C(=O)N(C)C1=O	-4%	7%	-4%	6	5%	0.3%	?	5	-9	-2	1
Cc1sc2ccccc2c1CC1=NCCN1	.	.	-2%	3	-7%	-0.2%	-5%	.	-21	13	6
CCCCc1ccc(C(=O)O)nc1	.	.	0%	9	2%	-0.8%	7%	-67*!	4	-3	2
Cc1ccc(CN2CC3CC(C2)c2cccc(=O)n2C3)cc1 (stereo not drawn)	0%	-3%	1%	-6	-7%	-0.2%	7%	1	-3	0	8
CCCCOC(=O)c1ccccc1C(=O)OCCCC	.	.	0%	-12	-15%	-0.1%	.	6	33	27	32
Cc1oc(-c2ccccc2Cl)nc1CN1C(=O)CN=C(c2ccccc2)c2ccccc21	-1%	.	3%	12	?	3.2%	5%	3	3	15	62
Cc1[nH]n(-c2ccccc2)c(=O)c1C(c1ccc([N+](=O)[O-])cc1)c1c(C)[nH]n(-c2ccccc2)c1=O	-22%	-2%	-12%	-9	8%	-0.4%	-5%	-4	24	1	-2
Clc1cnc(Oc2ccc(Oc3ncc(Cl)cc3Cl)cc2)c(Cl)c1	1%	1%	3%	6	16%&0%	-0.3%	3%&2%	-1	4	-3	-2
O=C(COc1ccc2ccccc2c1)N1CCN(C2CCN(Cc3ccccc3)CC2)CC1	-9%	2%	1%	12	-23%	-0.2%	7%	0	-26	0	-2
CN1OCC2Cn3c(nc4ccccc43)C21 (stereo not drawn)	0%	3%	?	?	.	-0.1%	3%	4	4	1	-44
O=c1c2ccccc2nc(-c2cccs2)n1-c1cnccn1	-2%	-4%	1%	-2	14%	0.2%	-6%	1	18	9	5
CC1CC(OC(=O)c2ccccc2)CC(C)N1C (stereo not drawn)	-4%	1%	5%	0	-13%	-3.9%	9%	1	20	-5	-7
CCC(C(=O)N1CCC2(CC1)OCCO2)n1c2ccccc2c2nc(=O)cc(C)n21 (stereo not drawn)	.	0%	2%	8	.	0.1%	15%	.	-27	-2	-4
CCc1ccccc1N1C(=O)/C(=C/c2ccc(N3CCN(C)CC3)o2)C(=O)NC1=S	7%	5%	?	2	-10%	-0.4%	?	-3	-4	10	0
CN1CC=C(/C=C/c2ccc(-c3ccccc3)cc2)CC1	0%	4%	0%	30[activator]	-13%	1.0%	122%[activator]	-2	-90*	2	8
Cc1sc2ncn(CC(=O)NCCCC(=O)N3CCC4(CC3)OCCO4)c(=O)c2c1C	0%	1%	1%	-8	21%	0.3%	4%	5	6	-1	-6
CC(=O)N1CCN(c2ccc(N=Cc3c(O)n(Cc4ccccc4)c(=O)[nH]c3=O)cc2)CC1	3%	1%	3%	16	?	-0.1%	2%	0	-41	4	8
O=C(CCCN1CCC(n2c(=O)[nH]c3ccccc32)CC1)c1ccc(F)cc1	.	.	2%	-23	-3%[24.8 µM]	-0.1%	-4%[51.4 µM]	2	-71*	2	-11
c1cncc(CNC2=NCCCCC2)c1	-1%	1%	0%	-5	-7%	0.0%	-2%	1	0	13	-7
O=C(O)Cn1cc(/C=C2\C(=O)NC(=O)N(c3ccc(Cl)cc3)C2=O)c2ccccc21	.	5%	-6%	9	7%	0.1%	?	8	-11	-6	0
COc1ccc(-c2cc(C(F)(F)F)n3nc(C(=O)N4CCC5(CC4)OCCO5)cc3n2)cc1OC	-3%	6%	.	-11	-23%	.	-9%	1	5	0	-5
CCC(=NCCc1c[nH]c2ccccc12)c1c(O)n(-c2ccc(C)cc2)c(=O)[nH]c1=O	-15%	2%	0%	14	-3%	0.6%	?	0	-6	14	-3
Cc1cc(OC(=O)CCNC(=O)OC(C)(C)C)c2c3c(c(=O)oc2c1)CCC3	2%	9%	-1%	14	-8%	-1.8%	-3%	9	4	24	-6
Cc1ccc(-n2c(C)nc3ccccc3c2=O)cc1C	5%	2%	0%	-1	-17%	0.0%	-5%	3	16	2	20
C=CCN1C(=O)NC(=O)/C(=C/C=C/c2ccccc2)C1=O	?	-6%	0%	4	?	9.8%	-27%	2	13	0	7
c1ccc2c(c1)OCC(C1=NCCN1)O2 (stereo not drawn)	1%	7%	1%	5	-5%&-10%&0%	-1.3%	-5%&2%	2	8	2	-12
c1ccc(-n2ccnc2)cc1	1%	.	-2%	15	0%	-0.1%	-2%	2	-6	-1	-2
Cn1c(C(=O)N2CCC(C(=O)N3CCC4(CC3)OCCO4)CC2)cc2sccc21	-5%	1%	5%	-8	-10%	-0.2%	-1%	2	1	2	1
CCCCn1c(N)c(C(=O)NCCN2CCOCC2)c2nc3ccccc3nc21	-4%	5%	-2%	-1	0%	-0.7%	1%	-13	4	2	-4
COc1ccc(C(=O)CC2(CC(=O)c3ccc(OC)cc3)C(=O)N(C)C(=O)N(C)C2=O)cc1	4%	3%	-1%	-4	5%	0.0%	-1%	2	-30	-2	1
O=C1NC(=O)N(Cc2ccc(F)cc2)C(=O)/C1=C\C=C\c1ccco1	?	-13%	15%	?	.	?	-13%	1	-18	14	-2
COP(=O)(NS(=O)(=O)c1ccccc1)OC	0%	0%	4%	-9	-13%	-1.0%	-4%	2	11	-4	.
CN1C(=O)C(Cc2ccsc2)C(=O)N(C)C1=O	-3%	-2%	3%	-8	?	-0.2%	-14%	-13	4	1	6
